TTR transcr act: TTR transcription activation, primary screen; SH-SY5Y TTR promoter Gaussia luciferase, luminescence; 100% = recombinant luciferase protein wells; activation, % at 16.7 µM; hit rate 1.3% among 92,000;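 active = activation above the mean of all tested compounds plus 3 SD, cut at about 9.5% in these data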;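 note: cells exposed to compounds for one day before reading; 0% = median of all test compound wells on the plate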
The depositor's hits bear a star. Not all compounds are listed. The share of hits here may be higher or lower than overall.

canonical_smiles | TTR transcr act
CCNC(=O)NC(=O)COC(=O)c1cccc(NS(=O)(=O)/C=C/c2ccccc2)c1 | -1.0
Cn1c(=O)oc2cc(S(=O)(=O)NCCC(=O)NCCc3ccc(Cl)cc3)ccc21 | -2.3
O=c1[nH]c(CN2CCOCC2)nc2scc(-c3ccccc3)c12 | 0.1
O=C(COc1ccccc1)Nc1cccc(-c2cn3cccnc3n2)c1 | -0.7
COC(=O)c1ccc(C#Cc2ccccc2)o1 | -1.8
CCc1nc2nc(C)cc(C)n2c1Nc1ccc(OC)cc1 | 0.0
O=C(CC1C(=O)N(c2ccccc2)C(=S)N1c1ccccc1)c1ccccc1 (configuration not stated) | -1.1
COCCCNC(=S)NNC(=S)NCCCOC | -0.4
CC(C)N1CCN(Cc2ccncc2)CC1CCO (configuration not stated) | 1.3
CC(=O)C1C(c2ccc(Cl)cc2)c2c(noc2C)CC1(C)O (configuration not stated) | -3.3
CN(C)CCCN(C(=O)c1ccco1)c1nc2cc3c(cc2s1)OCO3 | -1.5
Cc1csc(SCC(=O)NC(=O)NCCC(C)C)n1 | 0.1
CC(C)C[C@@H](COCc1cccc(C(F)(F)F)c1)N1CCN(C(=O)c2ccc(C(F)(F)F)cc2)CCC1=O | 0.4
COc1cccc(NC(=S)N(CCCN2CCC(C)CC2)Cc2cccs2)c1 | 0.9
O=C(CS(=O)(=O)c1ccc(Cl)cc1)Nc1nnc(-c2cccs2)o1 | 0.2
COC(=O)c1ccc(S(=O)(=O)N(Cc2ccccc2)Cc2ccccc2)n1C | 5.8
CCOC(=O)N1CCN(C(=O)C(C)NC(=O)c2ccco2)CC1 (configuration not stated) | 1.6
CCCC1CCC2(CC1)CCC2OC(=S)Nc1ccc(Cl)cc1 (configuration not stated) | 0.4
O=C(NCC1CCCO1)c1nc2c(nnn2Cc2ccc(F)cc2)c(=O)[nH]1 (configuration not stated) | 0.1
COc1ccc(OCCCC(=O)Nc2cccnc2)cc1 | 2.7

Grouped by structure, the entries above with nitrogen in an aromatic ring
canonical_smiles | TTR transcr act
Cn1c(=O)oc2cc(S(=O)(=O)NCCC(=O)NCCc3ccc(Cl)cc3)ccc21 | -2.3
O=c1[nH]c(CN2CCOCC2)nc2scc(-c3ccccc3)c12 | 0.1
O=C(COc1ccccc1)Nc1cccc(-c2cn3cccnc3n2)c1 | -0.7
CCc1nc2nc(C)cc(C)n2c1Nc1ccc(OC)cc1 | 0.0
CC(C)N1CCN(Cc2ccncc2)CC1CCO (configuration not stated) | 1.3
CC(=O)C1C(c2ccc(Cl)cc2)c2c(noc2C)CC1(C)O (configuration not stated) | -3.3
CN(C)CCCN(C(=O)c1ccco1)c1nc2cc3c(cc2s1)OCO3 | -1.5
Cc1csc(SCC(=O)NC(=O)NCCC(C)C)n1 | 0.1
O=C(CS(=O)(=O)c1ccc(Cl)cc1)Nc1nnc(-c2cccs2)o1 | 0.2
COC(=O)c1ccc(S(=O)(=O)N(Cc2ccccc2)Cc2ccccc2)n1C | 5.8
O=C(NCC1CCCO1)c1nc2c(nnn2Cc2ccc(F)cc2)c(=O)[nH]1 (configuration not stated) | 0.1
COc1ccc(OCCCC(=O)Nc2cccnc2)cc1 | 2.7

The listing continues.
canonical_smiles | TTR transcr act
O=C(/C=C/c1ccco1)N(c1ccccn1)c1ccccn1 | 2.5
CCn1c(CNC(=O)c2ccco2)nnc1SCC(=O)Nc1cc(F)ccc1C | 1.3
COc1ccc(S(=O)(=O)NCc2cccnc2)cc1Br | -2.6
O=C(CCCOc1ccc(Cl)cc1Cl)NNC(=O)c1ccc(NC(=O)c2ccccc2)cc1 | -0.9
CC(C)[C@@H](CO)NS(=O)(=O)c1ccc(Br)cc1F | 0.7
Cc1cc(NC(=O)Nc2ccc(Cl)c(Cl)c2)no1 | -1.8
CC(=O)c1ccc(OC(=O)C(CCS(C)(=O)=O)N2C(=O)c3ccccc3C2=O)cc1 (configuration not stated) | 0.7
Cc1oc(-c2cccc(Cl)c2)nc1CSCC(=O)O | 2.7
CCCn1c(=O)c(C(=O)NNS(=O)(=O)c2ccc(NC(=O)OC)cc2)c(O)c2ccccc21 | 0.3
Cc1ccc2cc(CCNC(=O)c3ccc4c(c3)OCO4)c(=O)[nH]c2c1C | 2.1
Cc1ccc(CNC(N)=S)cc1 | 4.3
O=C(Cc1cccs1)N/N=C/C(Cl)=C/c1ccccc1 | 0.6
O=C(c1cc(S(=O)(=O)N2CCOCC2)ccc1Cl)N1CCOCC1 | 2.7
CN(CC(=O)NC(=O)NC1CCCCC1)CC(=O)Nc1ccc(OC(F)(F)F)cc1 | -0.2
O=S(=O)(c1ccc2nc(SCc3ccc(Cl)cc3)[nH]c2c1)N1CCOCC1 | -1.4
COc1ccc(NC(=S)NCCc2ccc(F)cc2)c(OC)c1 | -0.6
Fc1ccc(NC2CCC23CCC(c2ccccc2)CC3)cc1C(F)(F)F (configuration not stated) | 0.1
Cc1c(C)c2ccc(OCC(=O)NCCc3c[nH]c4ccccc34)cc2oc1=O | 2.4
COC(=O)[C@@]1(C)[C@H]2C(=O)N(Cc3ccccc3)C(=O)[C@H]2[C@H]2CN=C(SCC(=O)c3ccccc3)N21 | 1.8
CCOC(=O)c1ccccc1NC(=O)CSc1nnc(C(C)C)n1CC | -0.5
Nc1nc(SCC(=O)O)[nH]c(=O)c1NC(=O)c1ccccc1F | -1.0
Cc1ccc(C(NC(=O)C2CCN(CCOc3ccc(Cl)cc3Cl)CC2)c2ccccn2)cc1 (configuration not stated) | 1.0
O=C(Nc1ccc2[nH]ccc2c1)c1ccccc1 | -2.0
COc1cccc(CC(=O)Nc2nc(C)cs2)c1 | -1.3
Cc1ccc(N2CC(C(=O)Nc3cc(C)on3)CC2=O)c(C)c1 (configuration not stated) | -0.4
Cc1ccc(NC(=O)c2cc(-c3ccco3)on2)cc1 | -0.1
Cc1cc(CN(C)C(=O)CC2C(=O)NCCN2Cc2ccc(-c3ccccc3)cc2)on1 (configuration not stated) | -2.2
O=C(COC(=O)c1ccccc1Cl)Nc1nccs1 | -1.9
Cc1cccc(NC(=O)/C(C#N)=C/c2ccc(Sc3ccccc3)o2)c1C | -0.5
Cc1ccccc1NC(=O)CN1C(=O)S/C(=C\c2cccn2-c2cccc(C(=O)O)c2)C1=O | 0.5
Cc1ccnc(NC(=O)c2cccc(NC(=O)c3ccc(Cl)cc3)c2)c1 | 0.7
O=C(Nc1cccc(-c2cn3c(n2)SCC3)c1)c1ccc2ccccc2n1 | -3.2
COc1ccc(CCNC(=O)CN(c2cccc([N+](=O)[O-])c2)S(C)(=O)=O)cc1 | 0.2
COc1ccc(CCC(=O)N2c3ccccc3N=C(c3ccc4c(c3)OCO4)C2C(=O)NCc2ccccc2)cc1 (configuration not stated) | -0.4
Cn1nnc2ccccc2c1=O | 1.0
Cc1ccc(S(=O)(=O)N(C)CC(=O)NNC(=O)CCS(=O)(=O)c2ccccc2)cc1 | -0.6
COc1ccccc1C(C[N+](=O)[O-])c1c[nH]c2ccccc12 (configuration not stated) | -1.4
COc1ccc(N2CC(C(=O)Nc3nnc(SCC(=O)NCC4CCCO4)s3)CC2=O)cc1 (configuration not stated) | 6.0
Cc1ccc(NC(=O)c2c(C)noc2-c2snnc2C)cc1 | 1.7
Cc1nn(Cc2ccc(F)cc2)c(C)c1NC(=O)c1cc2ncc(Br)cn2n1 | 4.6
NC(=O)CC[C@@H]1NC(=O)[C@@H]2CCCN2C(=O)c2cc([N+](=O)[O-])cc(F)c2NCCC[C@@H](C(N)=O)NC1=O | -0.1
COc1ccc2c(c1)c(C(=O)CN1CCN(C(=O)c3ccco3)CC1)c(C)n2C | 2.0
CCN(CC)CCCn1c(=S)[nH]c2cc(OC)c(OC)cc2c1=O | 0.8
NC(=O)C1C2C=CC(C2)C1c1ccccc1 (configuration not stated) | 0.9
Nc1cc(S(=O)(=O)Nc2ccc(Br)cc2)ccc1Cl | -0.9
C/C(=N\NC(=S)NCc1ccccc1)c1cccs1 | 0.5
O=C(Nc1ccc([N+](=O)[O-])cn1)c1cccnc1 | 0.2
CCC(=O)Nc1nnc(SCCOC)s1 | 0.3
CCOc1ccccc1-c1cc(-c2n[nH]c(=S)n2CC)c2ccccc2n1 | 2.0
Cc1cccc(NC(=O)CCCCCN2C(=O)[C@@H]3Cc4ccccc4CN3C2=O)c1 | 14*
CCC1CCC2(CC1)NC(=O)N(CC(=O)Nc1cc(C)on1)C2=O (configuration not stated) | -0.4
CCC(=O)n1nc(-c2ccc(Cl)cc2)nc1N | 0.2
CC(C)COC(=O)CCNc1n[nH]c(=O)[nH]c1=O | 1.6
CCc1ccccc1N(C)S(=O)(=O)c1ccc2[nH]cc(C(=O)O)c(=O)c2c1 | 0.1
COc1ccc(CNC(=O)CN(C)S(=O)(=O)c2ccc3c(c2)c(=O)n(C)c(=O)n3C)cc1 | -1.2
COc1ccccc1CCc1nnc(CCC(=O)N(C)Cc2cccc3cnccc23)o1 | 4.2
Cc1ccc2cc(CCNC(=O)c3ccc(S(=O)(=O)N4CCCCC4)cc3)c(=O)[nH]c2c1 | -1.6
CCNC(=O)c1sc2cc(C)ccc2c1Cl | 2.9
COc1ccc(C(C)NC(=O)C2CCCC2)cc1 (configuration not stated) | -1.6
COc1cc(SC)ccc1C(=O)Nc1nc2ccccc2[nH]1 | 2.0

3 compounds out of the list above, ordered by the number in TTR transcr act, lowest first.
| canonical_smiles | TTR transcr act |
| --- | --- |
| Cc1cc(CN(C)C(=O)CC2C(=O)NCCN2Cc2ccc(-c3ccccc3)cc2)on1 (configuration not stated) | -2.2 |
| COc1ccccc1CCc1nnc(CCC(=O)N(C)Cc2cccc3cnccc23)o1 | 4.2 |
| COC(=O)c1ccc(S(=O)(=O)N(Cc2ccccc2)Cc2ccccc2)n1C | 5.8 |

(listing goes on)
Compound	TTR transcr act
CSC(=S)N/N=C/c1c[nH]c2ccccc12	3.1
O=C(NCC1CC1)Nc1ccccc1	1.4
O=C(c1cccc(S(=O)(=O)N2CCCCC2)c1)N1CCCCC1	-1.8
Cc1cccc(N=Nc2c(C)[nH]n(-c3ccccc3)c2=O)c1	0.4
O=S1(=O)CCO[C@H]2Cc3ccccc3[C@H]2N1Cc1ccccc1	-1.7
COc1cccc(NC(=O)C2CC(=O)N(C)C(=Nc3cccc(F)c3)S2)c1 (configuration not stated)	0.6
CCOC(=O)c1sc(NN=C(C(=O)OC)C(=O)OC)c(C(=O)OCC)c1C	-1.1
Cn1c(SCc2ccccc2F)nc2cccnc21	0.6
Cc1ccc(NS(=O)(=O)c2ccc3[nH]c(=O)c(=O)[nH]c3c2)cc1Cl	0.1
Cc1ccc(NC(=O)CSc2ncn[nH]2)cc1S(=O)(=O)N1CCOCC1	-1.4
Nc1cc(=O)[nH]c(=S)n1-c1cccc(C(F)(F)F)c1	-1.8
CC(C)(C)OC(=O)C[C@H]1C/C=C\C[C@H](CC(=O)N[C@H](CO)Cc2ccccc2)C(=O)N2CCC[C@H]2COC1=O	0.7
C=CCn1c(CCNC(=O)c2cccs2)nnc1SCC(=O)c1cccc([N+](=O)[O-])c1	-0.3
Clc1nccnc1N/N=C/c1ccc(Br)cc1	-0.5
S=C(Nc1cc(Cl)cc(Cl)c1)NC(c1ccccc1)c1ccccc1	-1.7
Cc1cc(CN2C(=O)c3ccccc3C2=O)on1	15*
CC(=O)Nc1ccc(Cc2nc3ccccc3[nH]2)cc1	-1.2
CC1=NN(C(=O)COc2cc(C)ccc2C(C)C)C(O)(c2ccccc2)C1 (configuration not stated)	0.7
Cc1ccc2nc3c(c(Nc4ccc5c(c4)OCCO5)c2c1)CCC3	-1.3
COc1ccc(Nc2c3c(c(C#N)c4nc5ccccc5n24)CCC3)cc1	-0.5
Cn1cccc1C(=O)OCC(=O)N1CC(=O)Nc2ccccc21	0.8
CC(C)(C)c1nnc(NS(=O)(=O)c2cc(Cl)ccc2Cl)s1	2.0
CCS(=O)(=O)Nc1ccc(-c2nnc(SCC(=O)OC)o2)cc1	10*
NC(=O)c1ncn([C@@H]2O[C@H](CNCc3ccccc3OCc3ccc(Cl)cc3Cl)[C@@H](O)[C@H]2O)n1	2.0
O=C(COC(=O)C12CC3CC(CC(Br)(C3)C1)C2)Nc1cccc(S(=O)(=O)N2CCOCC2)c1	-2.5
CCCNC(=O)C(=O)NCCC1=CCCCC1	0.4
O=C(C1=C(O)C(=O)N(CCOCCO)C1c1ccccn1)c1cccs1 (configuration not stated)	-0.4
NC(=O)c1ccc(OCC(F)(F)F)nc1	0.8
CC(C)[C@H]1COCCS(=O)(=O)N1Cc1ccccc1-c1ccccc1	4.4
C[C@H](CO)N1C[C@H](C)[C@@H](CN(C)Cc2ccc(C(F)(F)F)cc2)OCc2cnnn2CCCC1=O	1.9
CCN(CC)S(=O)(=O)c1ccc(-c2nnc(SCC(=O)Nc3ccc(OC)cc3)o2)cc1	-1.6
CCCC(=O)Nc1ccccc1NC(=O)c1ccc(OCC)cc1	-1.0
Cc1cc(NNC(=O)c2cccc(C(F)(F)F)c2)nc2c1c(C)nn2C	-3.7
COc1ccccc1CN1C[C@@H]2C[C@@H](c3ccccc3C)N3CCC[C@@]23C1=O	0.8
CCOc1ccccc1NC(=O)c1c(NC(=O)CCC(=O)O)sc2c1CCCCC2	-1.8
COc1ccccc1CNS(=O)(=O)c1cc2c3c(c1)C(C)C(=O)N3CCC2 (configuration not stated)	-0.6
CC(=O)NC1=NC(=O)/C(=C/c2cn(C(C)=O)nc2-c2ccccc2)S1	-0.3
COC(=O)c1ccc(NC(=O)CS(=O)(=O)Cc2ccccc2)cc1	2.0
O=[N+]([O-])c1ccccc1-c1nc(-c2ccc(Br)o2)no1	0.4
CCC(C)(C)n1nnnc1C(c1ccncc1)N1CCN(c2cccc(OC)c2)CC1 (configuration not stated)	1.1
COc1ccccc1N(CC(=O)NCC1CCCO1)C(=O)CNS(=O)(=O)c1ccc(C)cc1 (configuration not stated)	13*
Cc1c(C(=O)NC2CCCCC2)oc2ccc(F)cc12	-2.6
NC(=O)C(=O)N/N=C/c1c2ccccc2cc2ccccc12	1.2
CCCc1nc2ccccc2c(=O)n1/N=C/c1ccccc1O	1.7
CN1CCN(C(=O)C(N)Cc2ccccc2)CC1 (configuration not stated)	-1.2
Cc1ccc(/C=C2\SC(=S)N(CCCC(=O)NNC(=O)c3ccccc3O)C2=O)cc1	0.0
O=C(NCc1cc(C(F)(F)F)cc(C(F)(F)F)c1)C1CC(c2cccc(F)c2)=NO1 (configuration not stated)	2.5
O=C(Nc1ccccc1C(F)(F)F)O[C@@H]1CC[C@@]23CCCN2C(=O)CCC[C@H]3C1	-0.4
CC(C)(C)S(=O)(=O)c1cnc(N2CCOCC2)nc1N	6.2
